Screens from PubChem BioAssay.
Kir21 block = Kir2.1 (mouse) channel inhibition | HEK293-Kir2.1, FluxOR thallium flux fluorescence; stronger effect = lower value | B-score at 10 µM | 310,000 compounds, 0.85% hits | AID 1672;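 active = fluorescence ratio B-score at or below minus 3 SD of library scores, with starting-brightness B-score within 2 SD, cut at about -4.2 in these data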;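 note: channel flux triggered by added potassium and thallium sulfate stimulus; B-score of peak minus minimum fluorescence over baseline after thallium stimulus; more negative B-score means stronger Kir2.1 block with less thallium influx; some compounds called inactive have numbers as strong as hits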
Target sequence (P35561 whole entry, looked up): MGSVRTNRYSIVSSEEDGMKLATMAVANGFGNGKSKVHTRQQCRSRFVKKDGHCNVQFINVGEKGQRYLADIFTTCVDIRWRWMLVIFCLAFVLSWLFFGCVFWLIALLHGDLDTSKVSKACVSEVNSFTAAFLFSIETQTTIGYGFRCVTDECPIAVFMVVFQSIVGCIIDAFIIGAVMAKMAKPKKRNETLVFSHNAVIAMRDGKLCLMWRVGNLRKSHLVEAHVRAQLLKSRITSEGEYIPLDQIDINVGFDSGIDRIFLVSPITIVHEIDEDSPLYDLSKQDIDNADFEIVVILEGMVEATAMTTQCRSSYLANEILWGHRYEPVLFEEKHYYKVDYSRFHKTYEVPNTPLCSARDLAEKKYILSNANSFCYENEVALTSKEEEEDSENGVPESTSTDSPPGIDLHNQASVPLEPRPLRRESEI
CHT block = inhibitors of human choline transporter CHT | CHT-expressing cells, membrane potential dye, choline response; stronger effect = lower value | B-score at 10 µM | 310,000 compounds, 0.86% hits;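 active = B-score over 3 SD under the library average, and starting fluorescence ratio not unusually high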;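 note: choline stimulus applied at its EC90 after an EC20 pre-addition; B-score computed on integrated fluorescence ratio after choline addition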
Target sequence (Q9GZV3 whole entry, looked up): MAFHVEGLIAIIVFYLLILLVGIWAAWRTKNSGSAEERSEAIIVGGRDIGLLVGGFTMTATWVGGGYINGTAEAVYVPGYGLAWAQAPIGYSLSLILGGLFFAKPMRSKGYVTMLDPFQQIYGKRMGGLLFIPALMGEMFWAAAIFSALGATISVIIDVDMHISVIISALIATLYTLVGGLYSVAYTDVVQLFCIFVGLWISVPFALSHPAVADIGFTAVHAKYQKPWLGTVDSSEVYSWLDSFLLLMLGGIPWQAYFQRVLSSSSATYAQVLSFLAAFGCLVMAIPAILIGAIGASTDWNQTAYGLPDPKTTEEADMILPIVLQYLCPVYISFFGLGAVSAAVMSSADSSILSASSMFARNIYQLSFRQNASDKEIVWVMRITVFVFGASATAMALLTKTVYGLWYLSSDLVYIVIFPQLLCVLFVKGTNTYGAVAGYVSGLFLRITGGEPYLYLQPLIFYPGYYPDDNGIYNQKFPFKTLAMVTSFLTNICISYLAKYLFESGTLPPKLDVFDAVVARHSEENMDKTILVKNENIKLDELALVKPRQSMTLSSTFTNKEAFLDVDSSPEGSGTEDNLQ
Active calls of the source: *; i = inactive; . = no result given.

SMILES	Kir21 block	CHT block
CCCOCC(O)CC(CC)C(=O)NNC(=S)Nc1ccccc1 (stereo not given)	2.5	i
COCC(C)N1CCC(Oc2ccc(C(=O)N3CCCC3)cc2)CC1 (stereo not given)	0.12	i
O=C(Nc1ccccc1-c1nnn(CC(=O)N2CCCc3ccccc32)n1)c1ccco1	1.8	i
CN1CCN(C(=O)/C(=C\c2ccccc2)c2ccccc2)CC1	0.63	i
CN(CCCn1c(=S)[nH]c2ncccc2c1=O)Cc1ccccc1	-1.6	i
CCCn1nnnc1NCc1cccc(Cl)c1	0.88	i
CCOc1ccc(S(=O)(=O)N(C)C)cc1-c1nc2c(C(C)(C)C)nn(C)c2c(=O)[nH]1	-1.9	i
CSc1oc(-c2ccccc2)nc1S(=O)(=O)c1ccc(C)cc1	-0.25	i
Cc1ccc(-n2nnnc2-c2ccccc2)cc1	0.1	i
C=CCn1c(SCC(=O)Nc2sccc2C(N)=O)nc2sc(C)c(C)c2c1=O	0.85	i
COc1cc(-c2cc(C(=O)Nc3ccc(S(N)(=O)=O)cc3)c3ccccc3n2)cc(OC)c1OC	1.7	i
CC1(C)S/C(=N/N=C/c2ccco2)NC1=O	-1.1	i
Cc1ccc(N2C(=O)CCC2(C(N)=O)c2ccccc2)cc1 (stereo not given)	-1.1	i
COCCNC(=O)C(c1ccc(C)o1)N(CC1CCCO1)C(=O)Cn1nnc2ccccc21 (stereo not given)	1.8	i
Cc1oc(-c2ccccc2F)nc1CS(=O)(=O)CC(=O)N1CCOCC1	-0.65	i
CCCC(NC(=O)CCc1c(C)c2cc3c4c(oc3c(C)c2oc1=O)CCCC4)C(=O)O (stereo not given)	1.8	i
CCCn1nnc(NC(=O)c2ccccc2Br)n1	1.4	i
COc1ccccc1NC(=O)CN1C(=O)COc2ccc(S(=O)(=O)N3CCC(C)CC3)cc21	0.05	i
CN(C)/C=C/C(=O)c1ccc2noc(-c3ccccc3)c2c1	0.01	i
Cc1cc(/C=C2\NC(=O)NC2=O)c(C)n1-c1cccnc1	1.4	i
c1ccc(Cn2nnnc2C(c2cccs2)N2CCc3ccccc3C2)cc1 (stereo not given)	-0.34	i
CCC(C)NS(=O)(=O)c1ccc(NC(=O)C(Sc2ccccc2)c2ccccc2)cc1 (stereo not given)	1.5	i
Cc1nn(-c2ccccc2)nc1CNS(C)(=O)=O	-2	i
O=C(O)CSc1nc2ccc(Cl)cc2[nH]1	0.81	i
Cc1ccc(SCCOCCN2CCOCC2)cc1	-0.64	i
SMILES	Kir21 block	CHT block
O=C(CSc1ccc2nnc(-c3ccccn3)n2n1)Nc1ccc2c(c1)OCO2	-0.59	i
Cc1ccc(-n2nc3ccc(NC(=O)c4ccco4)cc3n2)cc1	-1.7	i
Cc1ccc(-c2nn(CC(=O)Nc3ccc4c(c3)nc3n4CCOC3)c(=O)c3ccccc23)cc1	-0.59	i
O=C(CSc1n[nH]c(-c2ccc(S(=O)(=O)NC3CCCCC3)cc2)n1)N1CCCC1	-2.1	i
Cc1ccc(NC(=S)N(CCN(C)C)C(C)c2ccco2)cc1Cl (stereo not given)	1.2	i
O=C(O)c1cc(-c2ccccc2)c(N2CCOCC2)s1	-1	i
Cc1nn(CC(=O)NCCCN2C(C)CCCC2C)c(=O)c2cc3occc3n12 (stereo not given)	-0.58	i
CCCCc1ccc(NC(=O)C(=O)NCCN2CCN(Cc3ccc([N+](=O)[O-])cc3)CC2)cc1	0.22	i
Cc1cc(C(=O)N2CCN(c3ncccc3C#N)CC2)no1	-0.37	i
CCn1c(=O)n(CCOC)c(=O)c2c3c(sc21)CCCC3	-1.1	i
CCN(CC)P(=O)(Nc1ccccc1Br)c1ccc(N(C)C)cc1NC(=O)c1ccco1 (stereo not given)	0.78	i
Cn1cnnc1Sc1ccc(C(=O)NCCC(c2ccccc2)c2ccccc2)cc1[N+](=O)[O-]	-0.93	-10*
CCS(=O)(=O)c1ccc(O)c(NC(=O)NC2CCCCC2)c1	0.26	i
O=C(Nc1ncccn1)c1cccc(Cl)c1	-0.57	i
COc1ccc(CNC(=O)CSc2ncnc3nc[nH]c23)cc1	0.63	i
O=C(NC(=S)N1CCN(c2ccc(C(F)(F)F)cc2[N+](=O)[O-])CC1)c1cccs1	0.02	i
Brc1ccccc1C1Nc2cccc3cccc(c23)N1	-1.5	i
CCOc1ccc2c(c1)nc(SCC(=O)c1ccc(Br)s1)n2C	-0.18	i
COc1ccc(CCNC(=O)CCNC(=O)c2ccccc2Cl)cc1	-1.8	i
CC(OC(=O)/C=C/c1cccc(F)c1)C(=O)NC1CCCCC1C (stereo not given)	0.51	i
S=C(N=Nc1ccccc1)NNc1ccccc1	-2.3	i
COCCNC(=O)[C@H](CSCc1ccccc1)N1Cc2ccccc2C1=O	-0.04	i
CCOC(=O)C1(CCc2ccccc2)CCN(Cc2cnc(N(C)C)s2)CC1	-1.5	i
O=C1CC(NCCC2=CCCCC2)C(=O)N1c1cccc(Cl)c1Cl (stereo not given)	0.01	i
CS(=O)(=O)Nc1ccccc1C(=O)NCCSc1ccc(Cl)cc1	-3.7	i

Among those listed so far, these have fluorine.
SMILES	Kir21 block	CHT block
Cc1oc(-c2ccccc2F)nc1CS(=O)(=O)CC(=O)N1CCOCC1	-0.65	i
O=C(NC(=S)N1CCN(c2ccc(C(F)(F)F)cc2[N+](=O)[O-])CC1)c1cccs1	0.02	i
CC(OC(=O)/C=C/c1cccc(F)c1)C(=O)NC1CCCCC1C (stereo not given)	0.51	i

(more compounds)
SMILES	Kir21 block	CHT block
Cc1cccc(NS(=O)(=O)c2cccc3nonc23)c1	-0.06	i
O=C(NCc1ccccn1)c1ccc(COc2ccc(Cl)cc2)o1	0.11	i
COc1ccc(NC(=O)C(=O)NCCN2CCN(C(=O)c3cccs3)CC2)cc1	-1.7	i
COCCNC(=O)/C(C#N)=C/c1cn(CC(=O)NCc2ccco2)c2ccccc12	1.5	i
Cc1cc(OCc2cc(C(=O)NC3CCC3)no2)cc(C)c1Cl	1.1	i
CCN(c1cccc(C)c1)S(=O)(=O)c1cc(CN2C(=O)c3cccnc3C2=O)ccc1OC	-0.03	i
COc1cccc(-n2c(SC3CCOC3=O)nc3ccccc3c2=O)c1 (stereo not given)	-0.67	i
O=C(NCc1ccccn1)C(=O)Nc1nc(C23CC4CC(CC(C4)C2)C3)cs1	0.98	i
O=C(Nc1nc(=S)ss1)c1c(F)cccc1F	1.4	i
O=C(CN1C(=O)c2ccccc2S1(=O)=O)Nc1ccc(S(=O)(=O)N2CCCC2)cc1	1.4	i
CCN1/C(=C\C(C)=O)Sc2ccc(OC)cc21	0.13	i
CC1(C)NC(=O)N(CC(O)COc2ccc(-c3ccc(C#N)cc3)cc2)C1=O (stereo not given)	-0.48	i
CCOC(=O)c1sc2nc(C)nc(SCC(=O)N(CC)C3CCS(=O)(=O)C3)c2c1C (stereo not given)	-0.17	i
COc1ccc(C(=O)NCC2OCCc3ccccc32)cc1OC (stereo not given)	-0.62	i
COc1ccc(CNC(=O)CN2C(=O)C3C4C=CC(C4)C3C2=O)cc1 (stereo not given)	2.2	i
COc1ccc(-c2oc3ncnc(NCCCO)c3c2-c2ccc(OC)cc2)cc1	-0.25	i
CCNC(=O)COC(=O)COc1ccc(Cl)cc1C	-0.28	i
Cc1cccc2c(C(=O)Nn3cnnc3)cc(-c3ccccc3Cl)nc12	-0.84	i
O=S(=O)(Cc1ccc(Cl)cc1)N1CCN(c2ncccn2)CC1	0.53	i
Cc1noc(/C=C/c2ccco2)c1S(=O)(=O)N1CCC(C(=O)NCc2ccco2)CC1	0.35	i
CCOC(=O)CC(=O)CSc1nc(-c2cccnc2)cc(C)c1C#N	-0.61	i
CCN(CC)S(=O)(=O)c1cc([N+](=O)[O-])ccc1N=Nc1c(O)n(C)c2ccccc12	0.97	i
CC(=O)Nc1ccccc1NC(=O)C/C(C)=N/NC(=O)C1CCCCC1	-0.7	i
COc1ccccc1OCc1nc(C#N)c(N2CCC(C(N)=O)CC2)o1	-0.81	i
COC(=O)c1ccc(CSc2ncnc3ccccc23)o1	-0.92	i
SMILES	Kir21 block	CHT block
O=C(Nc1ccc(Cl)cc1)Nc1cc([N+](=O)[O-])ccc1F	-0.61	i
CCOC(=O)C1CCN(Cc2nc3ccccc3c(=O)n2-c2ccc(F)cc2)CC1	-0.15	i
CCOC(=O)c1cccc(NC(=O)CSc2nnnn2C)c1	0.31	i
Cc1ccccc1NS(=O)(=O)c1ccc(C(=O)N2CCCC(C(F)(F)F)C2)cc1 (stereo not given)	-2	i
CC1CCN(C(=O)CN2C(=O)c3cccc4cccc(c34)C2=O)CC1	0.05	i
CCOC(=O)Cn1cc(C#N)c(=O)[nH]c1=O	1.3	i
Cc1nn(Cc2ccccc2Cl)c(C)c1NC(=O)CCCn1nc(C)c([N+](=O)[O-])c1C	0.03	i
COc1ccc(Cl)c2c1[nH]c1nc(SCc3ccccn3)nnc12	-0.29	i
COc1cc2c(c(OC)c1OC)-c1c(cc3c(c1OC)OCO3)C1OC2[C@@H](C)[C@H]1C (stereo not given in full)	-0.13	i
COc1ccc(/C=C(/NC(=O)c2ccc(OC)cc2)C(=O)NCCc2c[nH]c3ccccc23)cc1	-1.1	i
COc1cccc(N/C(C)=C/C(=O)c2ccc(Br)cc2)c1	-0.63	i
COc1cccc(C(=O)NC(=S)Nc2ccc([N+](=O)[O-])cc2C)c1	-0.98	i
CN(Cc1ccccc1)c1cc(Cl)nc(N)n1	0.84	i
CCCCc1ccc(NC(=O)c2ccc(NS(C)(=O)=O)cc2)cc1	-0.16	i
Clc1cccc(Cl)c1OCCOCCNCc1ccccc1	-7.4*	i
CCOc1ccc(CCNC(=O)Cc2nn[nH]n2)cc1OCC	0.62	i
C=CCn1c(N2CCN(c3ccc(OC)cc3)CC2)nc2c1c(=O)n(C)c(=O)n2C	-2	i
O=C(CSc1n[nH]c(-c2ccco2)n1)N1c2ccccc2Sc2ccccc21	-1.2	i
Cc1c(C(=O)N(CC(C)C)c2c(N)n(Cc3ccccc3)c(=O)[nH]c2=O)sc2nc3n(c(=O)c12)CCC3	-0.59	i
CN1CCN(C(=O)C(C(=O)c2ccc(F)cc2)n2ccccc2=O)CC1 (stereo not given)	1.6	i
Cc1c(Cl)cnc(NC(=O)COC(=O)c2ccc3c(c2)OCO3)c1Cl	0.18	i
COc1ccc2c(c1)c1ncn(CCN3CCNCC3)c(=O)c1n2C	0.46	i
COc1cc(NCc2ccccc2O)c2ncccc2c1	-0.61	.
CSc1ccc(CN(C)C(=O)CSCC(=O)Nc2ccc(C)cc2)cc1	0.15	i
c1ccc(Nc2ccccc2Nc2ccccn2)nc1	-1.2	i

A different layout for part of the listing above.
Screens in order: Kir21 block | CHT block
> CC1(C)NC(=O)N(CC(O)COc2ccc(-c3ccc(C#N)cc3)cc2)C1=O (stereo not given)
 : -0.48 | i
> O=C(CSc1n[nH]c(-c2ccco2)n1)N1c2ccccc2Sc2ccccc21
 : -1.2 | i

Later entries.
SMILES	Kir21 block	CHT block
CC(=O)N1CCN2C(=O)C1CCCC(=O)c1cc(C)ccc12 (stereo not given)	-1.5	i
O=C(NCCCn1ccnc1)c1cc(Cl)cc(Cl)c1	-0.01	i
Cc1cc(C(=O)Nc2ccccc2N2CCCCC2)no1	0.27	i
Cc1ccc2nc(Nc3ccccc3O)nc(-c3ccccc3)c2c1	-0.47	i
Cc1ccc(S(=O)(=O)NNC(=O)c2sc(NS(=O)(=O)c3ccccc3)nc2C)cc1	-0.59	i
C=CCN1C(=O)C2(OCCCO2)c2cc(CCCC)ccc21	-0.33	i
CCC(=O)N(CC)c1nc(-c2cc(OC)ccc2OC)cs1	0.33	i
Cc1oc(-c2cc(F)ccc2F)nc1CN1CCCN(C(=O)c2ccco2)CC1	-0.2	i
O=C(NCC1CCN(Cc2ccc(F)cc2)CC1)C1CCCN(c2ncnc3c2nc2n3CCCCC2)C1 (stereo not given)	0.47	i
O=C(NCc1ccncc1)c1cccc(S(=O)(=O)Nc2ccc(SC(F)F)cc2)c1	-1.6	i
Cc1nonc1NC(=O)c1ccccc1Br	-0.04	i
O=C(NNS(=O)(=O)c1ccc([N+](=O)[O-])cc1)c1ccc2ccccc2c1O	3.6	-5*
Cc1ccc(S(=O)(=O)NCc2ccccc2)cc1C(=O)N1CCCC(C(F)(F)F)C1 (stereo not given)	-1.4	i
O=C1Nc2ccc(Br)cc2C1(O)c1ccccc1 (stereo not given)	-0.24	i
O=C(Cn1c(-c2cscn2)nc2ccccc21)Nc1cc(F)ccc1F	0.34	i
Cc1cccc(-n2nnnc2SCc2csc(-c3ccccc3)n2)c1	-0.54	i
Cc1ccc(C(=O)Nc2ccc(C)c(S(=O)(=O)N(C)C)c2)s1	1.1	i
Nc1nccnc1C(=O)OCC(=O)C12CC3CC(CC(C3)C1)C2	-0.93	i
O=C(CNC(=O)c1ccc(Cl)cc1)NCC(F)(F)F	-1.3	i
CC(C)OP(=O)(OC(C)C)C1(NS(=O)(=O)c2ccc(Cl)cc2)C=C(Cl)C(=O)C(Cl)=C1	-0.1	i
CCn1c(=O)cc(SCC(=O)NCCC2=CCCCC2)c2ccccc21	-8.6*	i
Cc1ccc(N2CC(C(=O)NCCC3=CCCCC3)CC2=O)cc1 (stereo not given)	-2.5	i

Sorted by heavy-atom count (smallest number first): 5 of the compounds above.
SMILES	Kir21 block	CHT block
O=C(CNC(=O)c1ccc(Cl)cc1)NCC(F)(F)F	-1.3	i
Cc1ccc(N2CC(C(=O)NCCC3=CCCCC3)CC2=O)cc1 (stereo not given)	-2.5	i
O=C(Cn1c(-c2cscn2)nc2ccccc21)Nc1cc(F)ccc1F	0.34	i
Cc1oc(-c2cc(F)ccc2F)nc1CN1CCCN(C(=O)c2ccco2)CC1	-0.2	i
Cc1ccc(S(=O)(=O)NCc2ccccc2)cc1C(=O)N1CCCC(C(F)(F)F)C1 (stereo not given)	-1.4	i
